# POLH inh: qHTS for Inhibitors of Polymerase Eta; DNA polymerase eta (Homo sapiens), Q9Y253; recombinant Pol eta, fluorescent DNA replication assay; Potency, µM (series often up to 114 µM), for the others: at the highest dose activity change, negative = inhibition, actives largely listed as inhibitors; 390,000 compounds, 1.2% hits; AID 588591, 2011; note: potency is the fitted concentration of half-maximal effect; % is set by controls: 0 for no effect and ±100 for the full control effect
# Target sequence (Q9Y253 whole entry, looked up): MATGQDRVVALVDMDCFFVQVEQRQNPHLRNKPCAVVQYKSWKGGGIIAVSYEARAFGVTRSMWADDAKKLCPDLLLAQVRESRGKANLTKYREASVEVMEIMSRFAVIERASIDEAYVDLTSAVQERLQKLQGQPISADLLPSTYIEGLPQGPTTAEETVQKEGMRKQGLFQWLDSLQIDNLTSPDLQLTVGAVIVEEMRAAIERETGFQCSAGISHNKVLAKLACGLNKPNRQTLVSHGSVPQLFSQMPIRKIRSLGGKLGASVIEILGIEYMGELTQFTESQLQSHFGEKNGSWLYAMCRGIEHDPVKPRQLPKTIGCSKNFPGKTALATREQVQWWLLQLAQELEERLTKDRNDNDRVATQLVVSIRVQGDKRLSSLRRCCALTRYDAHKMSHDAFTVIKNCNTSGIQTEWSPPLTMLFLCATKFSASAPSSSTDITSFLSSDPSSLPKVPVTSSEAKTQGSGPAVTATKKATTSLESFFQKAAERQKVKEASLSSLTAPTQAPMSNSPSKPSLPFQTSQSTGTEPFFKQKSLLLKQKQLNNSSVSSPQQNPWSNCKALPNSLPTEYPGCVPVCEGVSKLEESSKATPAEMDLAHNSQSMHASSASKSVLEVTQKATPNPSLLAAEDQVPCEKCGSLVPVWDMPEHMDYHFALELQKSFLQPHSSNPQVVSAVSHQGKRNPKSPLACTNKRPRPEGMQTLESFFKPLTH
#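 Pol eta (10 nM) was preincubated with compounds for 15 min at room temperature, after which fluorescent replication substrate (50 nM final) was added to start the reaction. Fluorescence was read kinetically at 0 and 10 min.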
# GRP78 ERSR act: qHTS for Inducers of the Endoplasmic Reticulum Stress Response (ERSR) in Human Glioma: qHTS; Potency, µM, for inactives: at the top dose activation, usual class: activators; 420,000 compounds, 0.02% hits; U87-MG GRP78 promoter luciferase reporter, 16 h; note: potency is the fitted concentration of half-maximal effect; series mostly up to about 76 µM; % of control where 0% means no effect; nearly all actives have a fitted effect of over 35% in size
#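 Stably transfected U87-MG human glioma cells carrying a GRP78-based luminescent sensor were seeded at 1000 cells/well, pin-dosed with compounds and incubated 16 h. Luciferase reagent was then added, and end-point luminescence was read after 10 min at room temperature.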
# POLI inh: qHTS for Inhibitors of Polymerase Iota; DNA polymerase iota (Homo sapiens), Q9UNA4; Pol iota fluorescent replication assay, 10 min; Potency, µM (doses to about 115 µM), without a hit: top-dose activity, negative = inhibition, most hits filed as inhibitors; 390,000 compounds, 1% hits; note: potency is the fitted concentration of half-maximal effect
#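 Pol iota at 10 nM preincubated 15 min with compounds at room temperature; reaction started with fluorescent substrate, 50 nM final. Fluorescence read kinetically at 0 and 10 min; buffer-only wells as negative control.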
# LDHA inh: qHTS assay for inhibitors of human lactate dehydrogenase; purified LDHA, NADH/diaphorase-resazurin fluorescence; active compounds read low; activity change, % (values are at about 110 or 230 µM); 480,000 compounds, 0.15% hits; AID 1347041, 2019; in the data active = activity change below about -30%; inconclusive = mostly about -25% to -30%;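 note: plate controls were DMSO wells for no effect and wells without enzyme for full effect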
#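 Enzyme activity of human lactate dehydrogenase 5 (2 nM; 0.06 mM NADH, 0.2 mM pyruvate, 5 min, RT) is measured via a resazurin/diaphorase fluorescence readout of residual NADH.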
# BLM helicase inh: qHTS Assay for Inhibitors of Bloom's syndrome helicase (BLM); RecQ-like DNA helicase BLM (Homo sapiens), P54132; recombinant BLM DNA unwinding, fluorescence dequenching; Potency, µM (titrated, usually from 56.1 µM), without a hit: at the highest dose activity change, negative = inhibition, most hits filed as inhibitors; 350,000 compounds, 0.2% hits;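 note: potency is the fitted concentration of half-maximal effect; plate controls were vehicle for no effect and no enzyme for full effect; nearly all actives have a fitted effect of over 35% in size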
# POLK inh: qHTS for Inhibitors of Polymerase Kappa | DNA polymerase kappa (Homo sapiens), Q9UBT6 | purified Pol kappa, fluorescent DNA synthesis assay, 10 min | Potency, µM (titrated, usually from 107 µM), inactives show top-dose activity, negative = inhibition, actives largely listed as inhibitors | 400,000 compounds, 0.53% hits | AID 588579, 2011; note: potency is the fitted concentration of half-maximal effect; % is set by controls: 0 for no effect and ±100 for the full control effect
#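 Kinetic fluorescence screen: compound preincubated 15 min RT with 10 nM enzyme; 50 nM substrate (final) initiates; reads at 0/10 min.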
# Apoferritin bind: qHTS Assay for Identification of Novel General Anesthetics | Ferritin light chain (Equus caballus), P02791 | apoferritin/1-aminoanthracene competitive binding, fluorescence | Potency, µM (titrated, usually from 77.5 µM), for the others: at the highest dose activity change, negative = displacement, actives largely listed as inhibitors | 350,000 compounds, 0.074% hits | AID 485281, 2010; note: potency is the fitted concentration of half-maximal effect; % is set by controls: 0 for no effect and ±100 for the full control effect; nearly all actives have a fitted effect of over 20% in size
# Target sequence (P02791 2-175 limits assumed): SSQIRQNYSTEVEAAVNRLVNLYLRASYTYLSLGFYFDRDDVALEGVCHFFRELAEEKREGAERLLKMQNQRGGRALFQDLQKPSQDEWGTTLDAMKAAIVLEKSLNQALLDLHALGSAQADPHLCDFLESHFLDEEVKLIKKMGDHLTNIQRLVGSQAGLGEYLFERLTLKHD
#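 Concentration-response curves derived by four-parameter Hill fitting of normalized fluorescence, where compounds displaced 1-AMA from 10 uM horse apoferritin following a brief 10 min room-temperature incubation; propofol titration acted as positive control.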
# Pol beta inh: qHTS Assay for Inhibitors of DNA Polymerase Beta | Pol beta primer extension/strand displacement, fluorescence kinetic | Potency, µM (highest dose often 114 µM), for inactives: at the highest dose activity change, negative = inhibition, hits mostly inhibitors | 340,000 compounds, 1.3% hits | AID 485314, 2010; note: potency is the fitted concentration of half-maximal effect; % is set by controls: 0 for no effect and ±100 for the full control effect
#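 Kinetic readout of DNA synthesis with strand displacement by Pol beta. Compound and 10 nM enzyme sit 15 min at room temperature; 50 nM substrate starts the reaction, read immediately and at 10 min.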
# APE1 inh: qHTS Assay for Inhibitors of the Human Apurinic/apyrimidinic Endonuclease 1 (APE1); recombinant APE1, TAMRA/BHQ-2 abasic DNA cleavage fluorescence; Potency, µM (highest dose often 65.8 µM), without a hit: at the highest dose activity change, negative = inhibition, usual class: inhibitors; 350,000 compounds, 0.35% hits; AID 2517, 2012;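 note: potency is the fitted concentration of half-maximal effect; plate controls were vehicle for no effect and reference inhibitor for full effect; nearly all actives have a fitted effect of over 55% in size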
#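 Readout is kinetic fluorescence (ex 525, em 598 nm) from cleavage of 50 nM TAMRA/BHQ-2 THF abasic duplex by 0.75 nM APE1, compound added 15 min beforehand at RT.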
# An asterisk follows results filed as active; ? = inconclusive; · = not tested or not shown; & = joins results of further samples; [ ] = another dose, or the depositor's remark. Unless noted, calls come from the whole dose curve; as a rule, active = well fitted curve in the direction sought with a large enough effect; inconclusive = small, poorly fitted or top-dose-only effect, or another doubt; inactive = no such curve, though single readings can be large; an effect the other way counts as inactive or inconclusive. A portion of the library, so the mix of outcomes need not match the whole.
No.	smiles	POLI inh	BLM helicase inh	GRP78 ERSR act	POLH inh	Apoferritin bind	POLK inh	APE1 inh	Pol beta inh	LDHA inh
1	CSc1nc2c([nH]c3ccccc32)c(=O)n1-c1ccc(F)cc1	10%	6%	-5%	-8%	0%	3%[60.1 µM]	·	14%	2
2	COC(=O)C1=C(C)NC(=S)NC1c1ccc(-c2ccccc2C(=O)OC)o1 (stereo not given)	-15%	0%	-6%	-9%	-17%	-5%	-3%	-8%	-4
3	O=C(N/N=C/c1cc(Br)c(O)c(Br)c1)C1CC1	107%[activator]	-6%	4%	-19%	-5%	-2%	15%	-8%	-2
4	O=C(NC(=S)N1CCCc2ccccc21)c1ccc(Cl)cc1	24%	6%	3%	-23%	-6%	-7%	17%	23%	5
5	CCN(CC)S(=O)(=O)c1ccc2c(c1)[nH]c(=S)n2CC	41%[activator]	-2%	3%	-4%	-10%	-12%	20%	10%	-8
6	Cc1cc(NC(=O)C(C)SCC(=O)Nc2cccc(S(=O)(=O)N3CCCCCC3)c2)no1 (stereo not given)	39%	·	-3%	-11%	·	9%	·	·	2
7	Cc1ccsc1CCNC(=O)C1CCC(=O)N(CCc2cccc(F)c2)C1 (stereo not given)	18%	0%	-3%	-5%	-6%	19%	-3%	44%	3
8	O=C(COC(=O)C1=COCCO1)Nc1ccc2c(c1)OCO2	6%	4%	4%	-11%	-6%	-2%	1%	13%	-1
9	COc1ccc(C(=O)N2CCN(c3ncccn3)CC2)cc1	-4%	0%	-3%	2%	-5%	-5%	43%	10%	-9
10	Cc1cc(-n2c(C)cc(C(=O)COc3ccc(Cl)cc3C(N)=O)c2C)no1	16%	·	-1%	-13%	·	8%	8%	·	-1
11	CN(CC(=O)Nc1ccc(Cl)cc1)C(=O)c1cccc(S(=O)(=O)N(C)C)c1	185%[activator]	6%	-4%	-15%	-1%	0%	1%	21%	-10
12	COc1cccc(CN(C)CC(=O)Nc2ccccc2C(=O)Nc2ccccc2)c1OC	175%[activator]	-10%	0%	-22%	-1%	-1%	-5%	17%	-10
13	O=C(NCc1ccccc1)[C@]1(C(F)(F)F)C[C@H](CCC2CCCCC2)CCCO1	13%	-8%	-4%	·	4%	-1%	-3%	·	·
14	Cc1ccc(S(=O)(=O)Nc2ccc(-c3nc4cc(NS(=O)(=O)c5ccc(C)cc5)ccc4o3)cc2)cc1	·	-11%	·	·	-1%	·	-1%	-4%	·
15	OCCC1CN(Cc2nc3ccccc3s2)CCN1C1CCCC1 (stereo not given)	8%	4%	-2%	-3%	-6%	-6%	-3%	2%	-8
16	Cc1nn(C)c(N)c1-c1ccccc1	-5%	-3%	0%	-10%	-12%	0%	4%	0%	-2
17	CC(=O)Nc1ccccc1-c1nc2cc(C#N)c(C#N)cc2[nH]c1=O	-8%	-6%	0%	-7%	2%	7%	24%	2%	-1
18	Cc1ccc(C(=O)CSc2nnc(C3CC3)n2C2CC2)s1	46%[activator]	·	-3%	1%	·	5%	0%	·	-2
19	CCNC(=S)N(CCc1c(C)[nH]c2ccc(C)cc12)Cc1cc(OC)c(OC)c(OC)c1	-1%	3%	-2%	-15%	6%	-14%	-8%	2%	-2
20	CCCCS(=O)(=O)N1CCCC(C(=O)Nc2ccc3c(c2)CCC3)C1 (stereo not given)	34%[activator]	-1%	-1%	-8%	-3%	0%	-14%	9%	-4
21	CCOC(=O)N1C(=O)NC(=O)C1c1ccc(OC)cc1 (stereo not given)	-1%	·	-3%	-10%	·	-15%	·	·	-3
22	COCCN(C(=O)CCC(=O)Nc1ccccn1)C(C(=O)NCCC(C)C)c1ccc(F)cc1 (stereo not given)	13%	-3%	5%	-12%	-8%	-9%	-11%	65%	-7
23	CCCCOC(=O)Nc1sc2c(c1C(=O)OC)CCC2	13%	-3%	0%	-12%	-13%	-7%	3%	-7%	-3
24	CC(C)C[C@H](NC(=O)[C@@H]1Cc2c([nH]c3ccccc23)C2c3ccccc3C(=O)N21)C(=O)N1CCC[C@@H]1C(=O)O (stereo not given in full)	17%	-2%	0%	-14%	-10%	-20%	13%	-16%	-11
25	O=c1nc(SCc2ccc(Cl)cc2)nc(-c2ccccc2)[nH]1	-11%[58.9 µM]	-2%	-3%	-11%	-6%	-22%	11%	-8%	-5
26	Cc1ccccc1Nc1nc(N)c(C(=O)c2ccccc2Cl)s1	3%	-3%	·	·	5%	-14%	·	1%	-5
27	Cc1nnc(NC(=O)CC(NC(=O)C(F)(F)F)c2ccccc2)s1 (stereo not given)	24%	1%	0%	-12%	-4%	5%	4%	-18%	5
28	CC(/C=N/NC(=O)c1ccccc1F)=C\c1ccccc1	10%	-9%	-1%	-5%	-20%	-2%	26%	26%	-2
29	O=C(CSc1ccccc1)NCc1ccc2c(c1)CCN2C(=O)c1ccc(Cl)cc1	-27%	-3%	-3%	-17%	52%[activator]	-14%[60.1 µM]	·	-2%	1
30	Cc1ccccc1-n1c(SCC(=O)c2c(N)n(C)c(=O)n(C)c2=O)nnc1-c1cccnc1	0%	-14%	-1%	-8%	-1%	3%	0%	-24%	-7

No.	smiles	POLI inh	BLM helicase inh	GRP78 ERSR act	POLH inh	Apoferritin bind	POLK inh	APE1 inh	Pol beta inh	LDHA inh
31	O=C(NN1CCOCC1)c1ccc([N+](=O)[O-])cc1	25%	0%	0%	-5%	-3%	7%	9%	13%	3
32	Cc1cc(C)c(C(=O)COC(=O)c2ccc(NC(=O)CC#N)cc2)cc1C	54%[activator]	-12%	-3%	-13%	-23%	-1%	-2%	1%	-5
33	CC1CCN(Cc2c(O)ccc3c(=O)c(-c4ccc(Cl)cc4)c(C(F)(F)F)oc23)CC1	8%	1%	-4%	-20%	-5%	-19%	·	-1%	-12
34	CCOc1ccc(CN(CCc2ccc3c(c2)OCO3)Cc2cc(OC)cc(OC)c2)cc1	6%	-9%	-1%	-6%	66%[activator]	9%	·	24%	-18
35	COc1cc(/C=N/N=C/c2c[nH]c(=O)c(C#N)c2Nc2ccccc2)ccc1O	1%	-6%	-3%	-9%	-5%	-6%	-1%	-5%	-2
36	CCOC(=O)c1nc2sc3c(c2c(=O)[nH]1)CCC(C)C3 (stereo not given)	8%	2%	-4%	?	10%	-5%	4%	2%	-1
37	COCCn1c(-c2ccccc2)nc2ccccc21	233%[activator]	-7%	3%	-11%	-9%	-10%	7%	-11%	0
38	O=C(O)c1cc2n(n1)C(C(F)(F)F)CC(c1ccccc1)N2 (stereo not given)	-6%	0%	?	-17%	-7%	0%	4%	31%	1
39	O=[N+]([O-])c1ccc(-c2nnc(-c3ccccc3)c(N3CCOCC3)n2)cc1	6%	0%	1%	-14%	-1%	-3%	?	-2%	-4
40	C=C1CN(CC(=O)OC)S(=O)(=O)c2ccccc21	?	-1%&-2%	-4%&7%	-12%	-8%&-10%	-26%&-14%	-1%&14%	2%	-2
41	Cc1[nH][nH]c(=O)c1C(c1ccc(-c2ccc(Cl)c(Cl)c2)o1)c1c(C)[nH][nH]c1=O	3.5µM*	-26%	9%	?	-16%	1%	?	-13%	16
42	CCOC(=O)[C@@H]1[C@H]2COc3ccc(Br)cc3[C@@H]2N2C(=O)N(c3ccc(C(F)(F)F)cc3)C(=O)[C@@]12C	5%	-11%	-5%	-23%	5%	-19%	14%	23%	-4

# Nine entries from above, in transposed form.
31: O=C(NN1CCOCC1)c1ccc([N+](=O)[O-])cc1
32: Cc1cc(C)c(C(=O)COC(=O)c2ccc(NC(=O)CC#N)cc2)cc1C
33: CC1CCN(Cc2c(O)ccc3c(=O)c(-c4ccc(Cl)cc4)c(C(F)(F)F)oc23)CC1
34: CCOc1ccc(CN(CCc2ccc3c(c2)OCO3)Cc2cc(OC)cc(OC)c2)cc1
35: COc1cc(/C=N/N=C/c2c[nH]c(=O)c(C#N)c2Nc2ccccc2)ccc1O
36: CCOC(=O)c1nc2sc3c(c2c(=O)[nH]1)CCC(C)C3 (stereo not given)
37: COCCn1c(-c2ccccc2)nc2ccccc21
38: O=C(O)c1cc2n(n1)C(C(F)(F)F)CC(c1ccccc1)N2 (stereo not given)
39: O=[N+]([O-])c1ccc(-c2nnc(-c3ccccc3)c(N3CCOCC3)n2)cc1
compound no.,31,32,33,34,35,36,37,38,39
POLI inh,25%,54%[activator],8%,6%,1%,8%,233%[activator],-6%,6%
BLM helicase inh,0%,-12%,1%,-9%,-6%,2%,-7%,0%,0%
GRP78 ERSR act,0%,-3%,-4%,-1%,-3%,-4%,3%,?,1%
POLH inh,-5%,-13%,-20%,-6%,-9%,?,-11%,-17%,-14%
Apoferritin bind,-3%,-23%,-5%,66%[activator],-5%,10%,-9%,-7%,-1%
POLK inh,7%,-1%,-19%,9%,-6%,-5%,-10%,0%,-3%
APE1 inh,9%,-2%,·,·,-1%,4%,7%,4%,?
Pol beta inh,13%,1%,-1%,24%,-5%,2%,-11%,31%,-2%
LDHA inh,3,-5,-12,-18,-2,-1,0,1,-4

# Assay outcomes from PubChem.
